STAT3 activator: activators of IL-6 induced STAT3 signaling; U3A cells, IL-6 STAT3-luciferase reporter, luminescence; 100% = signal with IL-6 EC80 alone; activation (% of control), % at 5.6 µM; hit rate 0.91% among 190,000; AID 871;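 active means activation above the screen-wide mean of compound activation plus 3 SD, cut at about 130% in these data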;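 further: 0% = background luminescence of wells with medium and substrate only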
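Test system: human U3A cells carrying STAT3-luciferase construct; control set: IL-6-only wells as 100% reference; timing: compound pre-incubation 1 h before IL-6, then 6 h stimulation at 37 °C; also added: IL-6 stimulus at 33 ng/mL final; evaluation: % activation versus median of IL-6-stimulated wells; detection: reporter luminescence signal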
FLuc inh counter: Photinus pyralis luciferase inhibition counter-screen | P08659 | inhibition, % at 10 µM | ATPLite firefly luciferase biochemical luminescence, 10 min | hit rate 1.5% among 200,000;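 active means inhibition above about 50% when tested at 10 µM, limit read from the data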
Target sequence (P08659 whole entry, looked up): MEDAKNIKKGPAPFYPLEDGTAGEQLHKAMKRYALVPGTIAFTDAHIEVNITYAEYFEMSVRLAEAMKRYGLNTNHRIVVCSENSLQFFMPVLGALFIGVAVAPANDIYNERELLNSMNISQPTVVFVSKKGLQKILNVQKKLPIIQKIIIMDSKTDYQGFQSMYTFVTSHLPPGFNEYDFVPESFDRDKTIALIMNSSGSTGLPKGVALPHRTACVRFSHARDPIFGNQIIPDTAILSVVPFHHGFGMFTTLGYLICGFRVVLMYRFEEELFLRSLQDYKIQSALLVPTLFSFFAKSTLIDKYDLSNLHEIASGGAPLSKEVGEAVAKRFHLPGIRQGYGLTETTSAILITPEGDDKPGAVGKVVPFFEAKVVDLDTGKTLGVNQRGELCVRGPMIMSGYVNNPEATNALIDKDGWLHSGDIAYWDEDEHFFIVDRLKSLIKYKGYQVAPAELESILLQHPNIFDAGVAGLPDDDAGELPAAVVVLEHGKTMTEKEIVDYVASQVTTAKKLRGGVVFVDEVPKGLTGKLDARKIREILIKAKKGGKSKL
ROMK mod: modulators of human ROMK potassium channel; B-score at 10 µM; P48048; Tet-inducible ROMK, thallium flux fluorescence; actives lie on both sides; hit rate 2% among 130,000;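 active means signal ratio slope over the read window, or its plate-corrected B-score, at least 3 SD from the plate mean, either direction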;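 further: B-score of the F/F0 ratio slope over 7 to 12 s after thallium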
Target sequence (P48048 whole entry, looked up): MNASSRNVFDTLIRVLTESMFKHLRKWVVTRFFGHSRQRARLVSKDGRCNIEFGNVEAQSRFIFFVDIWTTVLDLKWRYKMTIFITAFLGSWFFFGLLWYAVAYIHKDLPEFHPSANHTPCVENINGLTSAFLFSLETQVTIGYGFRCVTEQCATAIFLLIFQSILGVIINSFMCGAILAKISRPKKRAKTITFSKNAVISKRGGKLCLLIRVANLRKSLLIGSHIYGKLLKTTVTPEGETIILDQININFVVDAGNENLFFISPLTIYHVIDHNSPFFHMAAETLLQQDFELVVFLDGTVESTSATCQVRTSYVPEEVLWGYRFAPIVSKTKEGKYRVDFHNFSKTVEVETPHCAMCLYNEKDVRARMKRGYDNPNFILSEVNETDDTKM
STAT1 blocker: reduces IFN-gamma driven STAT1 reporter signal | NIH 3T3 STAT1-luciferase reporter, luminescence | inhibition, % at 5.5 µM | hit rate 0.35% among 200,000;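 active means inhibition above a set limit, the mean inhibition across all tested compounds plus 3 SD, cut at about 34% in these data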;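 further: 0% = IFN-gamma with DMSO and 100% = IFN-gamma with 300 µM nifuroxazide; values of inactives mirror those of a sister screen read the other way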
STAT3 blocker: inhibitors of IL-6 induced STAT3 signaling. hit rate 0.89% among 190,000. U3A cells, IL-6 STAT3-luciferase reporter, luminescence; host cell line lacks STAT1. inhibition, % at 5.5 µM;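 active means inhibition above the mean inhibition across all screened compounds plus 3 SD, cut at about 44% in these data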;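 further: 0% = DMSO only wells and 100% = 100 µM nifuroxazide control wells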
APP 5'UTR act: APP 5'UTR luciferase reporter activation | SH-SY5Y APP 5'UTR luciferase reporter, luminescence; zero percent = DMSO vehicle wells | activation, % at 2 µM | hit rate 1% among 190,000 | AID 1276;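 active means activation above a set limit, based on mean plus 3 SD of controls, cut at about 140% in these data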; further: values of inactives mirror those of a sister screen read the other way
NF-kB neuron act: NF-kB expression increase, human neuronal cells; NF-kB reporter expression; hits give high values; AID 1239; hit rate 1.6% among 190,000; fold change at 12.5 µM; in the data active means fold change above about 3.3
APP transl inh: APP translation inhibition; SH-SY5Y APP 5'UTR-luciferase reporter, luminescence; inhibition, % at 2 µM; hit rate 0.82% among 190,000;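 active means inhibition above a set limit, derived from the sample mean plus 3 SD, cut at about 45% in these data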; further: values of inactives mirror those of a sister screen read the other way
STAT1 act: STAT1 signaling activation | NIH 3T3 STAT1-luciferase reporter, IFN-gamma, luminescence; 100% = IFN-gamma alone, no compound | activation (% of control), % at 5.5 µM | hit rate 2.6% among 200,000;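 active means activation above the screen-wide mean activation plus 3 SD, cut at about 130% in these data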;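 further: raw ratio to IFN-gamma control signal so 100% means no change and 0% no light; values of inactives mirror those of a sister screen read the other way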
FLuc act counter: firefly luciferase counter-screen for stimulation assays | ATPlite luciferase biochemical, luminescence, 10 min; 0 = ATP-free wells, 1 = DMSO control | 200,000 tested, under 10 active | activation factor at 10 µM | P08659;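 active means luciferase activation factor, scaled between plate controls, of at least 2 with compound at 10 µM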
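Material: Luciferase/luciferin reagent mix | Doses: Test compounds dosed from 2 mM stocks in 100% DMSO | Timing: 10 min incubation after luciferase reagent addition, room temperature | Measured by: Luminescence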
* hit, by the source's call.

Start of the data: the first two entries as a preview:
`O=C(NCC1CCCO1)c1cc2c(s1)CCC2` (configuration not stated) gave STAT3 activator 103, FLuc inh counter 13, ROMK mod 0.41, STAT1 blocker -30, STAT3 blocker 4, APP 5'UTR act 7, NF-kB neuron act 1.8, APP transl inh -7, STAT1 act 128 and FLuc act counter 0.9.
For C/C(Nc1ccc(C)cc1)=C(/C#N)C(N)=O the results were STAT3 activator 104, FLuc inh counter 2, ROMK mod 0.9, STAT1 blocker -13, STAT3 blocker -5, NF-kB neuron act 1.2, STAT1 act 113 and FLuc act counter 1.

All compounds of this part, from the start:
`O=C(NCC1CCCO1)c1cc2c(s1)CCC2` (configuration not stated) gave STAT3 activator 103, FLuc inh counter 13, ROMK mod 0.41, STAT1 blocker -30, STAT3 blocker 4, APP 5'UTR act 7, NF-kB neuron act 1.8, APP transl inh -7, STAT1 act 128 and FLuc act counter 0.9.
For C/C(Nc1ccc(C)cc1)=C(/C#N)C(N)=O the results were STAT3 activator 104, FLuc inh counter 2, ROMK mod 0.9, STAT1 blocker -13, STAT3 blocker -5, NF-kB neuron act 1.2, STAT1 act 113 and FLuc act counter 1.
`CCOc1ccccc1Oc1coc2cc(O)ccc2c1=O` gave STAT3 activator 108, FLuc inh counter -4, ROMK mod -0.46, STAT1 blocker -8, STAT3 blocker -9, APP 5'UTR act -7, NF-kB neuron act 1.1, APP transl inh 7, STAT1 act 107 and FLuc act counter 1.
Screening Cc1cccc(C(=O)NC2CC3CCCC(C2)N3C(=O)NC2CCCCC2)c1 (configuration not stated) returned STAT3 activator 122, FLuc inh counter -12, ROMK mod 0.53, STAT1 blocker 4, STAT3 blocker -24, APP 5'UTR act -15, NF-kB neuron act 1.1, APP transl inh 15, STAT1 act 96 and FLuc act counter 1.1.
For CCNC(=O)n1cc(-n2cncn2)c(-c2ccccc2)n1 the results were STAT3 activator 105, FLuc inh counter -4, ROMK mod 1.2, STAT1 blocker 1, STAT3 blocker 1, APP 5'UTR act 31, NF-kB neuron act 0.84, APP transl inh -31, STAT1 act 98 and FLuc act counter 1.
Screening Cc1ccc(-c2nnn(C/C(N)=N/O)n2)cc1 returned STAT3 activator 105, FLuc inh counter 3, ROMK mod -1, STAT1 blocker -5, STAT3 blocker -2, APP 5'UTR act 3, NF-kB neuron act 1, APP transl inh -3, STAT1 act 104 and FLuc act counter 1.
Screening Cn1c(CO)cnc1SCc1ccccc1 returned STAT3 activator 105, FLuc inh counter -9, STAT1 blocker -7, STAT3 blocker 0, APP 5'UTR act -8, NF-kB neuron act 1.4, APP transl inh 8, STAT1 act 107 and FLuc act counter 1.1.
`CNc1nc(-c2ccc3c(c2)CCN3C(=O)c2ccccc2F)cs1` gave STAT3 activator 85, FLuc inh counter 65*, ROMK mod 0.27, STAT1 blocker -67, STAT3 blocker 20, APP 5'UTR act 208*, NF-kB neuron act 7.5*, APP transl inh -208, STAT1 act 159* and FLuc act counter 0.4.
`CCCc1ccc(OCc2ccc(C(=O)N3CCN(c4ccccn4)CC3)o2)c(OC)c1` gave STAT3 activator 102, FLuc inh counter -2, STAT1 blocker -15, STAT3 blocker 2, APP 5'UTR act -9, NF-kB neuron act 0.47, APP transl inh 9, STAT1 act 113 and FLuc act counter 1.
COc1ccc(N2CS(=O)CC2=O)cc1 (configuration not stated) was read as STAT3 activator 108, FLuc inh counter -8, ROMK mod 0.086, STAT1 blocker -8, STAT3 blocker 2, APP 5'UTR act -10, NF-kB neuron act 1.3, APP transl inh 10, STAT1 act 106 and FLuc act counter 1.1.
For O=C(N/N=C\c1ccc(F)cc1)c1ccc(Cn2cc(Br)c([N+](=O)[O-])n2)o1 the results were STAT3 activator 95, FLuc inh counter 10, ROMK mod -0.97, STAT1 blocker 0, STAT3 blocker 6, APP 5'UTR act -9, NF-kB neuron act 1.1, APP transl inh 9, STAT1 act 100 and FLuc act counter 0.9.
Screening CCn1cc(C(=O)N2CCN(Cc3ccc4c(c3)OCO4)CC2)c(=O)c2ccc(C)nc21 returned STAT3 activator 95, FLuc inh counter -3, ROMK mod -0.8, STAT1 blocker 2, STAT3 blocker 12, APP 5'UTR act 6, NF-kB neuron act 0.96, APP transl inh -6, STAT1 act 98 and FLuc act counter 1.
Cn1ccnc1SCC(=O)N1CCN(S(=O)(=O)c2ccccc2)CC1 was read as STAT3 activator 103, FLuc inh counter -6, ROMK mod 0.71, STAT1 blocker 6, STAT3 blocker -3, APP 5'UTR act -4, NF-kB neuron act 1.3, APP transl inh 4, STAT1 act 92 and FLuc act counter 1.1.
Screening CC(CCc1ccccc1)NC(=O)CN1CCN(Cc2ccc(Cl)cc2)C1=O (configuration not stated) returned STAT3 activator 90, FLuc inh counter -7, STAT1 blocker 9, STAT3 blocker 20, APP 5'UTR act -10, NF-kB neuron act 0.85, APP transl inh 10, STAT1 act 92 and FLuc act counter 1.1.
`Cn1c(=O)c2c(SCCN3CCOCC3)nc(C3CCCC3)nc2n(C)c1=O` gave STAT3 activator 102, FLuc inh counter -10, ROMK mod 0.16, STAT1 blocker -11, STAT3 blocker 3, APP 5'UTR act -9, NF-kB neuron act 0.5, APP transl inh 9, STAT1 act 110 and FLuc act counter 1.1.
CCOP(=O)(c1ccccc1)C(O)c1ccc(F)cc1 (configuration not stated) was read as STAT3 activator 99, FLuc inh counter -4, ROMK mod -0.42, STAT1 blocker 3, STAT3 blocker 5, APP 5'UTR act 5, NF-kB neuron act 1, APP transl inh -5, STAT1 act 98 and FLuc act counter 1.
N#Cc1c(-c2ccccc2F)cc(C2CC2)nc1SCC(=O)c1cccs1 was read as STAT3 activator 90, FLuc inh counter -8, STAT1 blocker 13, STAT3 blocker 8, APP 5'UTR act 14, NF-kB neuron act 1.4, APP transl inh -14, STAT1 act 88 and FLuc act counter 1.1.
Screening O=C(CSc1nc2[nH]ncc2c(=O)[nH]1)Nc1ccccc1 returned STAT3 activator 99, FLuc inh counter -2, ROMK mod -0.57, STAT1 blocker -2, STAT3 blocker 6, APP 5'UTR act 9, NF-kB neuron act 1, APP transl inh -9, STAT1 act 100 and FLuc act counter 1.
Screening COc1ccccc1OCCn1c(=O)n(C)c2ccccc21 returned STAT3 activator 101, FLuc inh counter 5, ROMK mod 1.1, STAT1 blocker -11, STAT3 blocker 6, APP 5'UTR act 2, NF-kB neuron act 1.4, APP transl inh -2, STAT1 act 109 and FLuc act counter 1.
`O=C(Nn1c(=O)[nH]c2ccsc2c1=O)c1ccccc1` gave STAT3 activator 93, FLuc inh counter -7, STAT1 blocker 16, STAT3 blocker 13, APP 5'UTR act 10, NF-kB neuron act 1.3, APP transl inh -10, STAT1 act 85 and FLuc act counter 1.1.
Screening CS(=O)(=O)c1ccc(-c2cn3cc(C(=O)O)ccc3n2)cc1 returned STAT3 activator 82, FLuc inh counter 42, ROMK mod -0.42, STAT1 blocker 22, STAT3 blocker 29, APP 5'UTR act 16, NF-kB neuron act 1.5, APP transl inh -16, STAT1 act 79 and FLuc act counter 0.6.
Screening Cc1cc(NC(=O)CN2CCCCCCC2)no1 returned STAT3 activator 99, FLuc inh counter -4, STAT1 blocker 2, STAT3 blocker 7, APP 5'UTR act 18, NF-kB neuron act 1.1, APP transl inh -18, STAT1 act 98 and FLuc act counter 1.
Screening Cc1ccccc1-c1nnc(-c2ccccc2)o1 returned STAT3 activator 104, FLuc inh counter 35, STAT1 blocker -33, STAT3 blocker 2, APP 5'UTR act 138*, NF-kB neuron act 4.2*, APP transl inh -138, STAT1 act 131* and FLuc act counter 0.6.
For CC1C/C(=N/Nc2nc3ccccc3[nH]2)CC(C)(C)C1 (configuration not stated) the results were STAT3 activator 99, FLuc inh counter 5, ROMK mod -0.24, STAT1 blocker -27, STAT3 blocker 9, APP 5'UTR act 53, NF-kB neuron act 0.85, APP transl inh -53, STAT1 act 124 and FLuc act counter 0.9.
CS(=O)(=O)N(CC(=O)N1CCCCC1)c1ccc2c(c1)OCO2 was read as STAT3 activator 102, FLuc inh counter -7, STAT1 blocker 2, STAT3 blocker 1, APP 5'UTR act -16, NF-kB neuron act 1.1, APP transl inh 16, STAT1 act 98 and FLuc act counter 1.1.
O=C(/C=C/c1cccs1)c1cc(Cl)ccc1O was read as STAT3 activator 94, FLuc inh counter -4, ROMK mod -0.82, STAT1 blocker 0, STAT3 blocker 9, APP 5'UTR act 24, NF-kB neuron act 1.2, APP transl inh -24, STAT1 act 99 and FLuc act counter 1.
`O=C(ONC1=NCCCCC1)c1c(F)cccc1F` gave STAT3 activator 100, FLuc inh counter -7, STAT1 blocker -2, STAT3 blocker 4, APP 5'UTR act -11, NF-kB neuron act 1.1, APP transl inh 11, STAT1 act 101 and FLuc act counter 1.1.
`Cc1nc2sc(C(c3ccccc3)N3CCN(C(=O)c4ccco4)CC3)c(O)n2n1` (configuration not stated) gave STAT3 activator 100, FLuc inh counter -6, ROMK mod -0.12, STAT1 blocker -1, STAT3 blocker 3, APP 5'UTR act 0, NF-kB neuron act 1.1, APP transl inh 0, STAT1 act 98 and FLuc act counter 1.1.
For O=C(CN1CCN(S(=O)(=O)c2ccc(F)cc2)CC1)c1ccc(O)c(O)c1 the results were STAT3 activator 91, FLuc inh counter -6, ROMK mod 0.034, STAT1 blocker -16, STAT3 blocker 20, APP 5'UTR act 8, NF-kB neuron act 0.75, APP transl inh -8, STAT1 act 114 and FLuc act counter 1.1.
`CCN(CC)C(=O)CC(c1ccccc1)c1ccco1` (configuration not stated) gave STAT3 activator 104, FLuc inh counter -6, STAT1 blocker 0, STAT3 blocker -2, APP 5'UTR act 13, NF-kB neuron act 1.4, APP transl inh -13, STAT1 act 100 and FLuc act counter 1.1.
For Cc1ccc(OCCNC(=O)Cc2ccc(F)cc2)cc1 the results were STAT3 activator 96, FLuc inh counter -5, ROMK mod -1.2, STAT1 blocker -1, STAT3 blocker 11, APP 5'UTR act 3, APP transl inh -3, STAT1 act 101 and FLuc act counter 1.1.
For Cc1cc(N2CCN(C)CC2)nc2ccc(NC(=S)N3CCOCC3)cc12 the results were STAT3 activator 102, FLuc inh counter -6, ROMK mod -0.015, STAT1 blocker -5, STAT3 blocker -1, APP 5'UTR act 6, NF-kB neuron act 0.89, APP transl inh -6, STAT1 act 104 and FLuc act counter 1.1.
`COc1cccc(-c2nnc3n2N=C(C(C)(C)C)CS3)c1` gave STAT3 activator 204*, FLuc inh counter -9, ROMK mod 0.36, STAT1 blocker 12, STAT3 blocker -119, APP 5'UTR act -27, NF-kB neuron act 0.72, APP transl inh 27, STAT1 act 89 and FLuc act counter 1.1.
Screening Cc1ccccc1NC(=O)c1ccc(F)c(S(=O)(=O)N2CCCCC2)c1 returned STAT3 activator 95, FLuc inh counter -1, ROMK mod -0.76, STAT1 blocker 7, STAT3 blocker 8, APP 5'UTR act -2, NF-kB neuron act 1, APP transl inh 2, STAT1 act 93 and FLuc act counter 1.
`Cc1nc(NC(=O)c2ccco2)sc1-c1csc(Nc2ccc(Cl)cc2)n1` gave STAT3 activator 146*, FLuc inh counter -6, STAT1 blocker 2, STAT3 blocker -56, APP 5'UTR act 5, NF-kB neuron act 0.96, APP transl inh -4, STAT1 act 98 and FLuc act counter 1.1.

Outcome played no part in choosing rows; any-hit rate near 7.1%.
